AmpC no deterg – AmpC beta-lactamase inhibition without detergent. 0.52% of 330,000 active. AmpC nitrocefin hydrolysis, absorbance 480 nm, 0.0001% Triton. Potency, µM (top dose mostly 57.1 µM), for inactives: at the highest dose activity change, negative = inhibition, actives largely listed as inhibitors;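 note: potency is the fitted concentration of half-maximal effect; plate controls were no compound for no effect and no enzyme for full effect; nearly all actives have a fitted effect of over 20% in size; some results filed as inactive show a strong effect at the top dose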
Target sequence (P00811 whole entry, looked up): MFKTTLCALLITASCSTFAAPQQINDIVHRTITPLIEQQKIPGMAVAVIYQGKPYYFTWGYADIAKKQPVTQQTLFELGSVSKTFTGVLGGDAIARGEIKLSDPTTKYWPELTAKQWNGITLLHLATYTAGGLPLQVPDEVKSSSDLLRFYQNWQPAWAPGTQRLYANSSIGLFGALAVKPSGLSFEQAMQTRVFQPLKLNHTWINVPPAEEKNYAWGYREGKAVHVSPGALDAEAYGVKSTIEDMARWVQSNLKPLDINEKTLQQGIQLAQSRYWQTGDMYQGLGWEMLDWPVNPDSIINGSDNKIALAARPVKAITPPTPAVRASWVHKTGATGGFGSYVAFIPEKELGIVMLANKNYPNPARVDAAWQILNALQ
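20 mM phosphate pH 7.0 + 0.01% (detergent screen) or 0.0001% Triton X-100; 5.3 nM AmpC reagent; cpd preinc 15 min RT; nitrocefin (800 uM stock) to start; A480 q20 s × 4 min; Activity was normalised to no-enzyme and no-compound control wells.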
HCV inhibitor – HCV inhibition; Huh7.5.1 HCVcc-Cre infection, luciferase reporter, 44 h; Potency, µM (series often up to 41.8 µM), for the others: at the highest dose activity change, negative = inhibition, actives largely listed as inhibitors; 3.4% of 340,000 active; note: potency is the fitted concentration of half-maximal effect
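Reporter virus HCVcc-Cre (~0.5 moi) infects cells exposed to compound; seeding density 1,000 cells/well with 4 h settling beforehand. Luminescence, 15 sec read, taken 44 h post-infection following a 15 min RT substrate incubation.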
AmpC detergent – inhibitors of E. coli AmpC beta-lactamase with detergent; Potency, µM (series often up to 114 µM), for inactives: at the top dose activity change, negative = inhibition, most hits filed as inhibitors; AID 485294; P00811; AmpC hydrolysis of nitrocefin, absorbance 480 nm, 0.01% Triton; 0.041% of 370,000 active;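 note: potency is the fitted concentration of half-maximal effect; 0% = no-compound wells and -100% = no-enzyme wells; nearly all actives have a fitted effect of over 25% in size; some results filed as inactive show a strong effect at the top dose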
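AmpC (5.3 nM in the dispensed reagent) in 20 mM phosphate pH 7.0 with 0.01% (detergent screen) or 0.0001% Triton X-100 was preincubated with compounds for 15 min at room temperature. Nitrocefin was then added from an 800 uM solution, and hydrolysis was followed at 480 nm.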
Tb PYK inh – inhibitors of Trypanosoma brucei pyruvate kinase; Q57TT1; TbPYK enzyme, Kinase-Glo Plus ATP luminescence, 45 min; Potency, µM (series often up to 76.8 µM), inactives show top-dose activity, negative = inhibition, actives largely listed as inhibitors; 0.12% of 410,000 active; AID 624173; note: potency is the fitted concentration of half-maximal effect; nearly all actives have a fitted effect of over 50% in size
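Glycolytic pyruvate kinase of T. brucei was incubated with substrate, test compound and 130 uM ADP for 45 minutes at room temperature. Luminescent Kinase-Glo Plus signal was measured after 10 minutes.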
AMA1-RON2 inh – disrupts binding of P. falciparum AMA1 to RON2; 0.2% of 360,000 active; AID 720542; Potency, µM (titrated, usually from 58.2 µM), inactives show at the highest dose activity change, negative = inhibition, most hits filed as inhibitors; AlphaScreen AMA1-biotinylated RON2 peptide binding;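 note: potency is the fitted concentration of half-maximal effect; 0% = vehicle wells and -100% = peptide control; nearly all actives have a fitted effect of over 45% in size; some results filed as inactive show a strong effect at the top dose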
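AMA1 (3D7) with his tag at 25 nM final met compounds first, then biotinylated RON2 peptide at 25 nM; detection used donor plus acceptor beads, 10 µg/mL apiece, read by AlphaScreen after 30 min at room temperature.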
HCMV inh – blocks human cytomegalovirus replication; activity change, negative = inhibition, % at 57.5 µM; HFF cells, HCMV-luciferase reporter, 72 h; hits give low values; 4.5% of 410,000 active; in the data active = activity change below about -60%; inconclusive = no clear call, values can overlap the other calls; inactive = above about -39%
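Compounds were evaluated in HFFs infected with an HCMV luciferase reporter virus (MOI 1 PFU/cell). Luciferase in lysates collected 72 h post infection served as the replication measure.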
LmPK inh – inhibitors of Leishmania mexicana pyruvate kinase | Q27686 | purified LmPK, Kinase-Glo ATP luminescence, 1 h | Potency, µM (highest dose often 57.5 µM), for inactives: top-dose activity change, negative = inhibition, hits mostly inhibitors | 0.37% of 290,000 active | AID 1721; note: potency is the fitted concentration of half-maximal effect
Target sequence (Q27686 whole entry, looked up): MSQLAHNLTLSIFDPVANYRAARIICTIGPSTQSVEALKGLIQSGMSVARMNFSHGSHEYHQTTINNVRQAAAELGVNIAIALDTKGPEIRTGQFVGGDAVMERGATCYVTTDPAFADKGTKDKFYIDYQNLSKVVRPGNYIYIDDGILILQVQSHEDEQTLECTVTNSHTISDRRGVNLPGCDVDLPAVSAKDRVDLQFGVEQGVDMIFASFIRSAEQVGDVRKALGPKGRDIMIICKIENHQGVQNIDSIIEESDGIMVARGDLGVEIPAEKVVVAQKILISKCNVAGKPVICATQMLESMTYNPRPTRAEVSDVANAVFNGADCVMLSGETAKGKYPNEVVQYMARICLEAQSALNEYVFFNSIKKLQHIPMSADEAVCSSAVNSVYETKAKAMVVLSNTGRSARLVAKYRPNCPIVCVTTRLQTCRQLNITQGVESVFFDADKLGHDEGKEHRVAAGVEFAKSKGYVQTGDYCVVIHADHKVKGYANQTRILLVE
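Pyruvate kinase activity monitored as ATP production (luciferase luminescence). Conditions: 0.1 nM enzyme, 0.5 mM PEP, 0.1 mM ADP, 1 h, RT; normalized against uninhibited and no-enzyme wells.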
Starred values were filed as active, the others as inactive; ? = inconclusive; . = no result given; & = joins results of further samples; ! = a repeat was not active; [ ] = another dose, or the depositor's remark. Unless noted, calls come from the whole dose curve; as a rule, active = well fitted curve in the direction sought with a large enough effect; inconclusive = small, poorly fitted or top-dose-only effect, or another doubt; inactive = no such curve, though single readings can be large; an effect the other way counts as inactive or inconclusive. Unless noted, % is set by controls: 0 for no effect and ±100 for the full control effect.

mol | AmpC no deterg | HCV inhibitor | AmpC detergent | Tb PYK inh | AMA1-RON2 inh | HCMV inh | LmPK inh
NC(=O)c1nn(Cc2ccccc2)c(=O)c2ccccc12 | -15% | 11% | -5% | 2% | -3% | -2 | 4%
C=CCNC(=S)N/N=C/c1ccc(-c2cc(Cl)ccc2Cl)o1 | -15% | 12% | -9% | -5% | 15% | ? | 15%
CNCC(O)c1ccc(O)c(O)c1 (stereo not drawn) | -21% | 3% | 3% | -4% | -25% | 119 | .
O=C(CSc1nc2ccsc2c(=O)n1CC1CCC(C(=O)O)CC1)c1ccc(F)cc1 (stereo not drawn) | -17% | 8% | 5% | 5% | 11% | -17 | -2%[11.5 µM]
CCOC(=O)c1ccc(Cl)c(S(=O)(=O)N2CCCC2)c1 | -10% | -10% | -1% | -1% | -2% | -17 | -1%
COC(=O)c1cc(N=Nc2sc(N)nc2C)cc(C(=O)OC)c1 | 1% | -15% | ? | -2% | 35%[activator] | 13 | 8%
CCCc1ccc(S(=O)(=O)N2CCN(C(C)C(=O)NCc3ccccc3)CC2)cc1 (stereo not drawn) | 182%[activator] | -16% | -17% | 5% | 4% | -29 | .
CC1CCN(S(=O)(=O)c2cccc(C(=O)NCC3CCCO3)c2)CC1 (stereo not drawn) | -2% | 11% | 3% | -2% | 0% | -27 | -1%
Cc1cccc(CS(=O)(=O)Cc2ccc(C(=O)O)o2)c1 | -46% | 14% | -1% | 4% | 0% | 74 | -8%
CC(Oc1ccccc1)C(=O)NC1CCN(Cc2ccccc2)CC1 (stereo not drawn) | -17% | 6% | -7% | -14% | -5% | -21 | 1%
CS(=O)(=O)CCC(C(=O)n1nnc2ccccc21)N1C(=O)c2ccccc2C1=O (stereo not drawn) | -19% | 5% | ? | -5% | 32%[activator] | -2 | -1%
COc1cc(NC(=O)C(CC(C)C)NS(=O)(=O)c2ccc3c(c2)CCN3C(C)=O)cc(OC)c1 (stereo not drawn) | . | . | -1% | 3% | . | -4 | .
Cc1ccc(C(=O)N/C(=C\c2cn(C)c3ccccc23)C(=O)NCCCN2CCOCC2)cc1 | 65%[activator] | -4% | -1% | -7% | 1% | -8 | 9%
N#Cc1cc2c(nc1SCC(=O)Nc1ccc(Cl)c(C(F)(F)F)c1)C1CCN2CC1 | . | . | 3% | 2% | . | -68* | .
Cc1ccc(S(=O)(=O)N(C)c2ccccc2C(=O)Nc2ccc3c(c2)OCCO3)cc1 | 0% | -10% | -2% | -4% | -7% | -1 | 1%
O=C(NC(=S)Nc1cccc(Cl)c1N1CCCC1)c1ccc(-c2cccc([N+](=O)[O-])c2)o1 | -13% | ? | -10% | -5% | 58%[activator] | -29 | -3%
CCCCNc1c(-c2ccc(SC3CCCCC3)c(OC)c2)nc2ccc(C)cn12 | 9% | ? | . | 0%&4% | -6%&-12% | -71*! | .
Cn1cc(S(=O)(=O)Nc2ccc(F)c(Cl)c2)c(=O)n(C)c1=O | -7% | 9% | ? | 0% | -3% | -37 | 1%
CC(=O)c1ccc(NC(=O)CCc2c(C)nc3c(c2C)c(=O)n(C)c(=O)n3C)cc1 | . | . | 0% | 3% | . | 9 | .
CC(C)CC(=O)Nc1ccc(N2CCN(S(C)(=O)=O)CC2)cc1 | -23% | 11% | -7% | 2% | 16% | 20 | 0%
CCOC(=O)C1(Cc2ccccc2C)CCCN(Cc2ccc(NC(C)=O)cc2)C1 (stereo not drawn) | 99%[activator] | 1% | 0% | 12% | -5% | 0 | 2%
O=c1cc(CN2CCN(Cc3ccccc3)CC2)c2ccc(O)c(O)c2o1 | -21% | ? | -5% | 6% | 27% | 9 | -2%
COc1cccc2cc(C(=O)Nc3ccc(F)c(F)c3)c(=O)oc12 | . | . | 19% | 7% | . | 20 | .
O=C(NCc1ccc(F)cc1)c1cc(C2CCCCN2C(=O)c2ccccc2)on1 (stereo not drawn) | . | . | . | 1% | -5% | -3 | .
CS(=O)(=O)c1nc(S(=O)(=O)c2ccc(Cl)cc2)c(N2CCC(O)CC2)s1 | -1% | -8% | 2% | 1% | -11% | -25 | 3%
Cc1cc(C)c(C2=CC(=O)C[C@H](c3ccc4c(c3)OCO4)C2)c(C)c1 | -4% | -13% | -2% | -2% | -18% | -61* | .
C=CCn1c(COc2ccc(Cl)cc2)nnc1SCC(=O)Nc1ccc(S(N)(=O)=O)cc1 | 13% | -3% | 3% | -18% | -8% | -25 | 8%
O=C(O)CCCC(=O)N1CCN(c2nc(-c3ccccc3)c3ccccc3n2)CC1 | -8% | -1% | ? | 1% | 16% | -2 | 14%
O=C(Cc1ccc(-c2ccccc2)cc1)OCC(=O)N1CCCC1=O | 16% | 22% | 3% | -8% | 4% | -5 | 2%
COc1ccc2[nH]c3c(c2c1)CCN1C(=O)N([C@@H](C)C(=O)NC2CCN(Cc4ccccc4)CC2)C(=O)[C@]31C | 219%[activator] | ? | ? | 2% | -18% | -6 | -2%
O=C(/C=C/c1ccco1)NCC1CCCO1 (stereo not drawn) | -3% | 25% | -14% | -14% | -17% | 11 | 3%
O=C(NC1CCCc2ccccc21)C1CCN(S(=O)(=O)c2ccccc2)CC1 (stereo not drawn) | -27% | 1% | ? | -11% | -17% | -34 | 3%
O=c1[nH]c2cc3c(cc2cc1C(c1nnnn1Cc1ccccc1)N1CCN2CCCC2C1)OCCO3 (stereo not drawn) | 73%[activator] | 2% | -14% | -13% | -3% | -39 | 4%
CCCCNC(=O)c1onc(CSc2ccc(F)cc2)c1C(=O)NCCCC | -8% | -30% | -6% | -1% | 12% | 21 | 5%
Nc1nc(-c2cccc(Br)c2)cs1 | -18% | ? | 2% | 0% | -12% | 38 | -4%
c1cnc2ccc(C(c3nnnn3C3CCCCC3)N3CCN4CCCC4C3)cc2c1 (stereo not drawn) | 15% | -14% | ? | 3% | 1% | 25 | -4%
CC(=O)c1cccc(OC(=O)C2=CC=CN3CCS(=O)(=O)N=C23)c1 | -2% | 5% | -11% | 6% | -13% | 25 | .
Cc1nccc(-c2sc(-c3cccs3)nc2C)n1 | 90%[activator] | -22% | 2% | -4% | 43%[activator] | 191 | -5%
COc1ccc(NC(=O)CCN2CCOCC2)c(OC)c1 | 1% | 4% | -10% | 0% | -2% | -12 | 3%
CCN(CC)S(=O)(=O)c1ccc(C(=O)Nc2ccc3c(c2)OCO3)cc1 | -39% | -15% | 3% | 0% | -8% | -23 | -3%
COc1ccc(-c2noc(CNC(=O)c3ccc4c(c3)OCO4)n2)cc1 | 21% | -19% | 3% | 10% | 1% | -10 | -1%
Cc1ccc(C)c(OCCC(=O)OCC(=O)c2ccc3c(c2)NC(=O)CO3)c1 | -7% | 20% | -21% | -6% | 0% | -3 | .
COc1ccc(-n2nc(C(=O)NCCc3ccc(OC)c(OC)c3)c3c4ccccc4n(C)c3c2=O)cc1 | . | . | 0% | -1% | . | 67 | .
C#CCNC(=O)C1=C[C@@H](C2CCCCC2)C[C@@H](OCCCCO)O1 | 80%[activator] | -4% | -3% | 1% | 22% | -15 | 10%
O=Cc1ccc(OCC(=O)NCC2CCCO2)cc1 (stereo not drawn) | 1% | 0% | ? | -4% | -2% | -7 | -2%
O=C(Nc1c(Cl)cccc1Cl)Oc1cccc2cccnc12 | . | . | . | -3% | -45% | -98* | .
CC(C)n1cc(/C=C2/NC(=O)NC2=O)c2ccccc21 | -41% | ? | 2% | 1% | -23% | 7 | 1%
O=C(Nc1cccc(S(=O)(=O)N2CCOCC2)c1)C1CCCC1 | -20% | 2% | -2% | 1% | 14% | -25 | .
Cc1cc(C(=O)NC2CCCc3c2cnn3-c2ccc(C(C)(C)C)cc2)nn1C (stereo not drawn) | 143%[activator] | 7.1µM* | 2% | 0% | -4% | -78* | -10%
Cc1cc(Cl)ccc1OCCCC(=O)OCC(=O)Nc1cccc(S(N)(=O)=O)c1 | -18% | 3% | -7% | 10% | 8% | 55 | .

Later entries
mol | AmpC no deterg | HCV inhibitor | AmpC detergent | Tb PYK inh | AMA1-RON2 inh | HCMV inh | LmPK inh
CCCN1Cc2cccc(C(=O)NCc3ccccc3OC)c2C1=O | 17% | ? | ? | 2% | -6% | 38 | 12%
CCC[C@@H]1C[C@@H](C(=O)N[C@H]([C@@H](C)O)[C@H]2O[C@H](SC)[C@H](O)[C@@H](O)C2O)N(C)C1 (stereo partly drawn) | -55% | -2%&18% | ? | 3% | -13% | 26 | 6%
CN(C)c1ccc(/C=[N+](\[O-])C2N(c3ccccc3)C(=S)SC2(C)C)cc1 (stereo not drawn) | -22% | 28% | -11% | 3% | -21% | ? | -1%
Cc1ccc(C(=O)NC2CCS(=O)(=O)C2)cc1S(=O)(=O)N1CCCCCC1 (stereo not drawn) | -3% | 0% | -1% | -1% | -7% | -15 | -1%
Cc1c(NC(=O)c2ccccc2N)cccc1C(=O)O | -13% | 15% | -10% | 1% | -17% | 85 | -6%
CC(=O)C1=C(c2ccccc2)NC(=O)NC1c1ccc2c(c1)OCO2 (stereo not drawn) | -26% | 19% | -11% | 1% | -9% | -18 | -11%
Cc1c(C(=O)Nc2c(F)cccc2F)sc2ncn(CC(=O)N3CCCCC3)c(=O)c12 | -3% | 2% | -8% | -10% | -2% | -20 | 2%
